Screens from PubChem.
EPAC2 ag = activates human EPAC2 exchange factor; Q8WZA2; Potency, µM (top dose mostly 154 µM), for inactives: at the highest dose activation, usual class: activators; actives 0.079% (n = 360,000); EPAC2 activation, biochemical qHTS; response scale: 100% = 6.5 mM cAMP response; also: potency is read from the fitted curve at half-maximal effect; nearly all actives have a fitted effect of over 50% in size
Target sequence (Q8WZA2 whole entry, looked up): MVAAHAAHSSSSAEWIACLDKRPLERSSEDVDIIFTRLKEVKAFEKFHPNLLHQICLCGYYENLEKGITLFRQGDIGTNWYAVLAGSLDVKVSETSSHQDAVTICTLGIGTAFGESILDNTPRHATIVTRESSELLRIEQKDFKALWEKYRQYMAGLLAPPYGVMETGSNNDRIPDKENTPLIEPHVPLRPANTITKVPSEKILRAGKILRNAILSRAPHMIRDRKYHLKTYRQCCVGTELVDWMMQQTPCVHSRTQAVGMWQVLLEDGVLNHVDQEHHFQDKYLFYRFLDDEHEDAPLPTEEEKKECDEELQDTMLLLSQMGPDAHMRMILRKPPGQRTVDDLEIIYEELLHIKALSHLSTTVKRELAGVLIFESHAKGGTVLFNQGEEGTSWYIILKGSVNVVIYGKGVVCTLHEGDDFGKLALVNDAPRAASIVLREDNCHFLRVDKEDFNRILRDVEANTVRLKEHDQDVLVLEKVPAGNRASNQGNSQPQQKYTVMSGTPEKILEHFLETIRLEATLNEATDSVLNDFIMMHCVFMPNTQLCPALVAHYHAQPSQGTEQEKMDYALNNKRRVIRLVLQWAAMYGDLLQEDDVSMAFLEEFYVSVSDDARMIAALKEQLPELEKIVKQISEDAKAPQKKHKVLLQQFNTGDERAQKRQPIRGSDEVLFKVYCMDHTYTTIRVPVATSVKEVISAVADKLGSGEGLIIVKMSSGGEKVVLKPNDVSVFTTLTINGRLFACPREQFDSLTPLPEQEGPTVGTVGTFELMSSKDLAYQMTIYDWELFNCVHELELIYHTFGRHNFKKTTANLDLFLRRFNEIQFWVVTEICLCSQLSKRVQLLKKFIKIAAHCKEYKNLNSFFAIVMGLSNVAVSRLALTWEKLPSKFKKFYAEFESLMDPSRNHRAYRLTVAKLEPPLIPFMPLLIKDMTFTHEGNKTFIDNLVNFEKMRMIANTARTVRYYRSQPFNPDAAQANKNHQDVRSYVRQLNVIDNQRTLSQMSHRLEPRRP
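Exchange assay: 100 nM EPAC2 with 250 nM Rap1B-BODIPY-GDP and 50 uM GDP. Fluorescence (ex 480/em 540 nm) read every 5 min for 30 min at room temperature. Data normalized to 6.5 mM cAMP as agonist control.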
IL2 activator = activates IL-2 in a cell-based reporter assay. activation, % (series mostly up to about 46 µM). IL-2 activation reporter assay, cell-based qHTS; stimulated with anti-CD3/CD4/CD28 beads; in transgenic mouse T cells. actives 0.065% (n = 360,000); in the data active = activation above about 50%; inconclusive = mostly about 30% to 49%; also: 0% is about no effect
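Quantitative HTS in unstimulated transgenic mouse T cells, with memory T cells as non-tolerant control and PMA/ionomycin as tolerance-bypass control. Compound pretreatment lasted 60 minutes before 18 h bead stimulation; EGFP/DsRed fluorescence read.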
A549 tox = A549 cytotoxicity, counter-screen for Nrf2 inhibitors; actives 0.16% (n = 390,000); Potency, µM (titrated, usually from 46 µM), for the others: at the highest dose activity change, negative = cytotoxicity, hits mostly inhibitors; A549 ARE-Fluc cells, CellTiter-Fluor viability, 18-24 h; also: potency is read from the fitted curve at half-maximal effect; % is scaled to controls: 0 for no effect and ±100 for the full control effect
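A549 ARE-Fluc cells in 5% FBS OPTI-MEM, 5000 cells/well, rested 2 h then exposed to compounds in concentration-response for 18-24 h at 37 °C. Viability by CellTiter-Fluor fluorescence (Ex 405/Em 525) after 30 min; luciferase luminescence (BugLite, 15 min, RT) read afterwards.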
TGFb inhibitor = TGF-b pathway inhibition. actives 1.2% (n = 410,000). AID 588855. HepG2 CAGA-GFP TGF-b/SMAD3 reporter, GFP fluorescence, 18 h; TGF-beta stimulated, 500 pg/mL final. Potency, µM (series often up to 46.1 µM), inactives show top-dose activity, negative = inhibition, most hits filed as inhibitors; also: potency is read from the fitted curve at half-maximal effect; % is scaled to controls: 0 for no effect and ±100 for the full control effect; nearly all actives have a fitted effect of over 65% in size
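HEPG2 CAGA-GFP, 1000 cells/well; 2 h settle, 37 C; cpd via pin tool; TGF-b 500 pg/mL final; 18 h, 37 C; GFP imaging ex488/em500-530; %Activity normalised to -TGF-b and +DMSO controls; CRC fit, curve class.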
ATXN viability = cell viability loss in ATXN counter-screen | S2 cells (HEK-293 line with an ATXN2-luciferase reporter) viability, CellTiter-Fluor protease fluorescence, 24 h | Potency, µM (titrated, usually from 56.7 µM), most hits filed as cytotoxic | actives 0.49% (n = 400,000) | AID 651635; also: potency is read from the fitted curve at half-maximal effect; nearly all actives have a fitted effect of over 40% in size
ATXN2 expr inh = ATXN2 expression inhibition; HEK-293 ATXN2-luciferase reporter, luminescence, 24 h; Potency, µM (top dose mostly 57 µM), for the others: at the highest dose activity change, negative = inhibition, hits mostly inhibitors; actives 0.72% (n = 360,000); AID 1745845; also: potency is read from the fitted curve at half-maximal effect; % is scaled to controls: 0 for no effect and ±100 for the full control effect; nearly all actives have a fitted effect of over 55% in size
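qHTS (up to 57 uM final) was run with 24 h compound exposure of reporter cells at 37 °C. Each well was multiplexed: SteadyGlo luminescence measured ATXN2-luciferase expression after a fluorogenic Gly-Phe-AFC viability readout (25 uM final).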
Nrf2 inh = blocks Nrf2 signaling; AID 504444; A549 ARE-Fluc reporter, luciferase luminescence, 18-24 h; Potency, µM (top dose mostly 46 µM), for inactives: at the highest dose activity change, negative = inhibition, usual class: inhibitors; actives 2.1% (n = 360,000); also: potency is read from the fitted curve at half-maximal effect; % is scaled to controls: 0 for no effect and ±100 for the full control effect; nearly all actives have a fitted effect of over 60% in size
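Nrf2 function is reported as luminescence of an ARE-controlled luciferase in A549 cells. Compounds were tested at several concentrations, and a CellTiter-Fluor read on the same wells flagged cytotoxicity.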
HepG2 tox = kills HepG2 cells in TGF-b inhibitor counter-screen; AID 588856; Potency, µM (highest dose often 46.1 µM), for inactives: top-dose activity change, negative = cytotoxicity, most hits filed as cytotoxic; HepG2 CAGA-GFP viability, ATP luminescence, 18 h; actives 0.76% (n = 410,000); also: potency is read from the fitted curve at half-maximal effect; some results filed as inactive show a strong effect at the top dose
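CellTiter-Glo luminescence gave cytotoxicity after 18 hours at 37 degrees C. The cells were HepG2 CAGA-GFP in 1% FBS DMEM, stimulated with 500 pg/mL TGF-beta after compound addition. %Activity was normalised to no-cell wells (complete cell-killing) and DMSO (no toxicity), and curves were fitted and classified.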
Nrf2 activator = activators of Nrf2 (ARE) signaling | AREc32 ARE-luciferase reporter (MCF7-derived line), luminescence, 24 h | Potency, µM (series often up to 46.1 µM), without a hit: at the top dose activation, hits mostly activators | actives 0.31% (n = 410,000) | AID 624171; also: potency is read from the fitted curve at half-maximal effect; % of control where 0% means no effect; nearly all actives have a fitted effect of over 65% in size
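For detection, Steady-Glo was added and plates sat 30 min at RT; before that, AREc32_Fluc cells grown overnight in OPTI-MEM/5% FBS had been treated with 23 nL compound for 24 hr at 37 deg C.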
* marks the source's active call; other numbers are inactive results; i = inactive; ? = inconclusive; · = no result given; & = joins results of further samples; [ ] = dose if it differs, or a comment. Unless noted, calls follow the shape of the dose curve; as a rule, active = well fitted curve in the direction sought with a large enough effect; inconclusive = small, poorly fitted or top-dose-only effect, or another doubt; inactive = no such curve, though single readings can be large; an effect the other way counts as inactive or inconclusive.

SMILES	EPAC2 ag	IL2 activator	A549 tox	TGFb inhibitor	ATXN viability	ATXN2 expr inh	Nrf2 inh	HepG2 tox	Nrf2 activator
Nc1cc(S(=O)(=O)N2CCOCC2)ccc1N1CCOCC1	-4%	0.5	1%	8%	i	·	8%	-19%	-1.0%
O=S1(=O)CCN2C(=N1)Sc1c2ccc2c1CCCC2	4%	-1.3	1%	18%	i	27%	9%	-4%	4.7%
CCCCC(CC)CNC(=O)c1[nH]c(C)c(C(C)=O)c1C (configuration not stated)	5%	-3.0	-3%	-6%	?	-28%	?	-30%	5.7%
CC(Sc1nc2c([nH]c3ccccc32)c(=O)n1-c1ccccc1)c1ccccc1 (configuration not stated)	·	·	-1%	?	·	·	·	-46%	3.7%
Cc1ccc(-c2noc(C3CCCN(C(=O)c4cccc([N+](=O)[O-])c4)C3)n2)o1 (configuration not stated)	9%	0.5	3%	-3%	i	14%	?	3%	6.8%
O=C(COc1ccccc1)N=C1SC2CS(=O)(=O)CC2N1c1ccc(F)cc1F (configuration not stated)	-6%	-2.9	3%	0%	i	15%	3%	4%	0.1%
CCOC(=O)C1=C(C)N(c2ccc(C)cc2)C(=O)/C1=C\c1ccc(O)c(OC)c1	15%	0.0	-14%	?	i	·	-73%	-80%	?
Cc1cc(C)c(-c2cc(NC(=O)COC(=O)c3ccc(NC(=O)CC#N)cc3)n(-c3ccccc3)n2)cc1C	9%	-1.4	5%	-4%	i	-9%	1%	-8%	-0.1%
Cc1onc(-c2c(Cl)cccc2Cl)c1C(=O)Nc1nc(C(C)(C)C)cs1	3%	-1.3	-7%	?	i	-3%	?	-48%	4.4%
Cc1cc(C)n2c(SCCC(C)C)nnc2n1	7%	-0.4	11%	-27%	i	14%	10%	-39%	10%
N#Cc1ccc(N2CCCNCC2)nc1	11%	-3.0	5%	-3%	i	-7%	-12%	-3%	-0.3%
COc1cc(-c2nnc(SCCOc3ccccc3)o2)cc(OC)c1OC	·	·	7%	-2%	i	-18%	28%	-29%	-0.9%
COc1ccc(-n2c(=O)c3ccc(C(=O)NCc4ccc(C)cc4)cc3n(Cc3cccc(Cl)c3)c2=O)cc1	·	·	7%	19%	i	6%	11%	5%	-1.3%
Cc1ccn2c(c1)nc(=O)c1cc(S(=O)(=O)N3CCOCC3)ccc12	8%	-2.5	0%	6%	i	5%	0%	8%	-1.3%
CSc1nc2ccc(S(=O)(=O)Nc3c(C)n(C)n(-c4ccccc4)c3=O)cc2s1	10%	-0.2	2%[1.84 µM]	6%	i	-3%	?	-15%	0.2%
CCCCn1c(N)c(N(CCOC)C(=O)c2ccc(-c3ccc(Cl)cc3)o2)c(=O)[nH]c1=O	25%	0.6	8%	-3%	i	1%	13%	-4%	1.3%
O=C(CN1CCN(S(=O)(=O)N2CCCCC2)CC1)Nc1ccc(Br)cc1	0%	-0.4	-9%	3%	i	-26%	?	-33%	0.0%
CCC(=O)N1CCc2cc(Br)cc(S(=O)(=O)N(C)c3ccc(OC)cc3)c21	11%	-4.6	10%	0%	i	-20%	-24%	-18%	6.9%
CC1(C)OC(=O)C(=CNCC(O)c2ccccc2)C(=O)O1 (configuration not stated)	9%	-0.9	-1%	-28%	i	1%	1%	3%	-0.2%
CCOc1ccc(NC(=S)Nc2ccc(OC(F)(F)F)cc2)cc1	0%	-0.8	-5%	0%	i	14%	1%	-2%	-0.6%
Cc1cccc(C)c1-c1ccc(CN2C(CC(C)C)C(=O)N(Cc3cn(CCO)nn3)CCS2(=O)=O)cc1 (configuration not stated)	-3%	-0.7	-2%	?	32µM*	28µM*	?	-84%	0.5%
O=C(Nc1c(C(=O)Nc2cccc(F)c2)oc2ccccc12)c1ccc2c(c1)OCO2	16%	-2.6	21%	-1%	i	1%	·	-1%	4.4%
CC(=O)Oc1c(Br)cc(N(C(C)=O)S(=O)(=O)c2ccccc2)c2ccccc12	9%	-0.8	4%	8.9µM*	i	?	13%	-91%	-3.0%
COC(=O)c1cc(S(=O)(=O)NCC2CCN(Cc3cccc(F)c3)CC2)cn1C	5%	0.0	-7%&3%	2%&0%	i	-17%&-9%	-7%&20%	-4%&-11%	-0.8%&-0.6%
CCOC(=O)C(C)Oc1cc(Cl)c(C=O)cc1OC (configuration not stated)	1%	-5.4	5%	1%	i	-11%	-7%	0%	0.1%[9.22 µM]
CCCCS(=O)(=O)NC1=NCN(CC)CN1	13%	0.1	-1%	0%	i	3%	8%	0%	-0.9%
Cn1c(NC(=O)C[n+]2cc(-c3ccc(Cl)c(Cl)c3)n3c2CCC3)cc(=O)n(C)c1=O	6%	-2.0	0%	-1%	i	-8%	10%	0%	0.4%
Cc1ccc(NC(=O)C2CC(=O)N(Cc3ccco3)C2)cc1 (configuration not stated)	5%	1.3	4%	3%	i	5%	?	-7%	0.7%
CC(=O)Nc1sc2c(c1C(c1cccc(Cl)c1)N1CCN(CCO)CC1)CCCC2 (configuration not stated)	15%	-4.9	14%	?	?	-17%	-5%	-36%	8.7%
Cc1ccccc1C(=O)c1cccn1CC(=O)NCCCN1CCc2ccccc2C1	13%	-0.8	-10%	2%	i	-24%	10%	0%	2.5%
O=C(CCc1ccccc1O)NC1CCCc2ccccc21 (configuration not stated)	4%	-1.5	0%	-3%	i	10%	5%	-5%	2.8%
NC(N)=N/N=C/c1ccc(OCc2ccc(Cl)cc2Cl)cc1	?	-3.4	-10%	?	35µM*	22µM*	3%	14µM*	-0.8%
CCc1ccc(N(C(=O)c2ccco2)C(C(=O)NC2CCCC2)c2cccnc2)cc1 (configuration not stated)	12%	-0.4	-1%	6%	i	-11%	1%	-18%	3.0%
O=C1c2ccccc2C(=O)N1CC1CO1 (configuration not stated)	11%	0.1	6%	0%	i	11%	4%	1%	0.3%
COc1cccc(NC(=O)CCC2CCN(C(=O)c3sccc3C)CC2)c1	-2%	-2.3	-3%	0%	i	-18%	-9%	-3%	-0.1%
Cn1nc(-c2ccc(C(=O)NCC3CCCO3)cc2)c2ccccc2c1=O (configuration not stated)	7%	-2.6	0%	-3%	i	11%	-29%	-7%	-0.6%
C=CC[C@@H](CC(=O)N[C@@H](CO)Cc1ccccc1)C(=O)N[C@H](COC(=O)[C@@H](CC=C)Cc1ccc(F)cc1)Cc1c[nH]c2ccccc12	1%	-1.1	-5%	?	?	-16%	9%	-29%	-0.5%
COc1ccc(CCNC(=O)c2c(C)nn(-c3ccc(F)cc3)c2-n2cccc2)c(OC)c1OC	·	·	-15%	-2%	·	?	?	-28%	-0.5%
O=c1n(CC2CO2)c(=O)n(CC2CO2)c(=O)n1CC1CO1 (configuration not stated)	10%	-0.7	?	-7%&28%	i	?	?	0%&-22%	16%
O=C(CCc1nc2sc3c(c2c(=O)[nH]1)CCCC3)NCCOc1ccccc1	2%	0.8	-6%	-6%	i	34%	-9%	0%	2.0%
NC(=S)N1N=C(c2ccccc2)CC1=O	-5%	1.0	-8%	?	i	-9%	?	-15%	13%
CCCn1c(C)cc(-c2csc(NC(=O)CCc3nc4ccccc4c(=O)[nH]3)n2)c1C	10%	-4.9	-2%	?	i	-7%	-5%	-14%	-0.5%
CC(C)(C)Cc1nnc(NS(=O)(=O)c2ccc(F)cc2)s1	0%	0.3	0%	-20%	i	5%	2%	-25%	-0.4%
CCNC(=S)N1CCN(S(=O)(=O)c2cccc(C(F)(F)F)c2)CC1	-1%	0.2	13%	1%	i	3%	1%	0%	0.2%
Cc1ccc(S(=O)(=O)N2CCCCC2)cc1NC(=O)c1ccco1	6%	-1.8	·	3%	i	·	·	12%	-0.1%
C=CCN1C(=O)/C(=C2\SC(N3CCOCC3)=NC2=O)c2cc(Br)ccc21	-14%	4.2	2%	-4%	i	40%[activator]	-7%	-35%	4.2%
O=C(NCc1ccccc1Cl)c1ccc(Br)o1	2%	-1.6	-1%	0%	i	6%	1%	-9%	0.3%
COc1ccc(CCNC(=O)COC(=O)c2ccc[nH]c2=O)cc1	4%	-3.0	0%	26%	i	5%	19%	-2%	0.1%
N#C/C(=C\c1cn[nH]c1-c1ccccc1Br)C(=O)O	2%	1.1	5%	10%	i	19%	1%	1%	0.0%
COc1cc2[nH]c(=S)n(Cc3ccc(F)cc3)c(=O)c2cc1OC	1%	-0.2	7%	-4%	?	?	?	-19%	-0.1%
Cc1cc(=O)oc2cc(Oc3ncccn3)ccc12	5%	-0.4	-16%	-1%	i	1%	-10%	-2%	5.2%
O=C(c1ccco1)N(Cc1ccc([N+](=O)[O-])cc1)c1ccc(Br)cc1	5%	1.3	-2%	0%	?	-6%	?	4%	2.2%
COC(=O)NNC(=O)CCCOc1ccc(Cl)cc1Cl	4%	1.6	-3%	-13%	i	-1%	-8%	4%	0.4%

Random excerpt: 2 entries already listed.
SMILES	EPAC2 ag	IL2 activator	A549 tox	TGFb inhibitor	ATXN viability	ATXN2 expr inh	Nrf2 inh	HepG2 tox	Nrf2 activator
O=C(c1ccco1)N(Cc1ccc([N+](=O)[O-])cc1)c1ccc(Br)cc1	5%	1.3	-2%	0%	?	-6%	?	4%	2.2%
Cn1c(NC(=O)C[n+]2cc(-c3ccc(Cl)c(Cl)c3)n3c2CCC3)cc(=O)n(C)c1=O	6%	-2.0	0%	-1%	i	-8%	10%	0%	0.4%

Compounds were not picked by outcome; overall some 4.3% were active at least once.
